# Assay outcomes as filed in PubChem BioAssay.
# F-actin modifier = modifiers of F-actin cytoskeleton organization, primary screen, imaging, HUVEC, phalloidin staining, high-content imaging. AID 836, 2007. actives 0.18% (n = 91,000). HUVEC TNFa F-actin phalloidin imaging. inhibition, % at 2 µM;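 active means inhibition above the batch mean plus 3 SD and confirmed as a hit by visual image inspection, cut at about 30% in these data, passing the limit was not always enough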; further: strong numbers were not always called active
# LYP inh 2 = PTPN22 phosphatase inhibitors, primary screen, biochemical, DiFMUP fluorescence, 2 µM; inhibition, % at 2 µM; AID 640, 2007; recombinant LYP catalytic domain; actives 0.21% (n = 96,000); Tyrosine-protein phosphatase non-receptor type 22 (Homo sapiens), Q9Y2R2;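 active means inhibition at 2 µM at or above a set limit, the screen mean plus 3 SD, cut at about 24% in these data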;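 further: 0% = DMSO with enzyme and 100% = enzyme fully blocked by orthovanadate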
# PTPN22 act = LYP phosphatase activators, primary screen, biochemical, DiFMUP fluorescence, 2 µM; Tyrosine-protein phosphatase non-receptor type 22 (Homo sapiens), Q9Y2R2; recombinant LYP; 0 = plate median, 100 = signal doubled; activation, % at 2 µM; actives 0.11% (n = 96,000);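 active means activation at 2 µM above a set limit, the mean plus 5 SD, cut at about 37% in these data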
# Rev-RRE block = HIV-1 Rev-RRE binding inhibitors, primary screen, biochemical, FRET, protein-RNA interaction; Rev peptide-RRE RNA binding; inhibition, % at 8 µM; actives 0.79% (n = 97,000); AID 704, 2007;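 active means inhibition above the screen-wide mean plus 3 SD, cut at about 35% in these data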;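 further: 0% = median DMSO wells and 100% = median Neomycin B control wells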
# Target sequence (P05866 whole entry, looked up): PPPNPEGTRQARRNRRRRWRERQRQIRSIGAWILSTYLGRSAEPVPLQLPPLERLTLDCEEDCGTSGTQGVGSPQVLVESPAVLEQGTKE
#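 assay system = Cy5-tagged RRE RNA duplex with fluorescein-tagged Rev peptide | incubation = 5 + 15 min at 25 °C | also added = labelled Rev peptide | measure = % inhibition of FRET ratio versus controls | benchmarks = DMSO wells as 0% and neomycin B wells as 100% inhibition | measured by = FRET fluorescence readout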
# PLK1 PBD inh = Plk1 polo box domain binding inhibitors, primary screen, biochemical, fluorescence polarization; Serine/threonine-protein kinase PLK1 (Homo sapiens), P53350; Plk1 PBD phosphopeptide binding; inhibition, %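 (tested at about 20 µM)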; actives 0.13% (n = 97,000); AID 693, 2007; in the data active means inhibition above about 34%, passing the limit was not always enough
# Target sequence (P53350 whole entry, looked up, the tested form may be a part): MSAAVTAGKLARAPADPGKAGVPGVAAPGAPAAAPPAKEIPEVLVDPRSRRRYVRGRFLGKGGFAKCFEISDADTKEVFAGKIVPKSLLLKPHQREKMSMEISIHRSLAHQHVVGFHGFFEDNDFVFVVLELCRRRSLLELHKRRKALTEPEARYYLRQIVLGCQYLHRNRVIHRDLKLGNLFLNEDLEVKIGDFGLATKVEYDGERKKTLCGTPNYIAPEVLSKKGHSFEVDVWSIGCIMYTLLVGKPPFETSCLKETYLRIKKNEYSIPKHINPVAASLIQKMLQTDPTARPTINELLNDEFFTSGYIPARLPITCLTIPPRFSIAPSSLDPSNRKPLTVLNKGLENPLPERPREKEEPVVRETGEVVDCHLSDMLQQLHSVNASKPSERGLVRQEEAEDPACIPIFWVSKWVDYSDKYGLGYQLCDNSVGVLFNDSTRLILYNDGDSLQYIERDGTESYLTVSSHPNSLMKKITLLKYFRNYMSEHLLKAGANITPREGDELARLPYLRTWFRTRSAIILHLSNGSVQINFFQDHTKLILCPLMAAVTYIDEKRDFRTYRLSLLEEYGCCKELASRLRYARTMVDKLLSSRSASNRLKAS
# FAK inh = FAK kinase inhibitors, primary screen, biochemical; biochemical FAK kinase activity assay; inhibition, %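 (tested at 7 µM)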; actives 0.84% (n = 97,000); AID 727, 2007; in the data active means inhibition above about 19%;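 further: 0% = DMSO and 100% = reference compound high control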
# Pyk2 oligo antag = antagonists of Pyk2 self-association, primary screen, Q293 cells, FERM NanoBiT luminescence, HTS | Protein-tyrosine kinase 2-beta (Homo sapiens), Q14289 | AID 1347419, 2020 | z-score (the deposit names both 25 µM and 10 µM) | actives 0.83% (n = 99,000) | active compounds read low;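 active means Z-score of -3 or lower, scaled per plate to the spread of control and sample wells; inactive means z-score above -3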;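 further: negative z-score means lost luminescence so less FERM oligomerization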
# EphB4 antag = EphB4-ephrin-B2 interaction antagonists, primary screen, biochemical, TNYL-RAW peptide probe, fluorescence polarization | actives 0.15% (n = 97,000) | EphB4 LBD / TNYL-RAW-Alexa532 peptide | inhibition, % at 7 µM | Ephrin type-B receptor 4 (Homo sapiens), P54760 | AID 720, 2007;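 active means inhibition above the screen-wide mean inhibition plus 3 SD, cut at about 15% in these data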;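 further: 0% = DMSO wells and 100% = excess unlabeled TNYL-RAW peptide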
# PLK1 kinase inh = human PLK1 kinase inhibitors, primary screen, biochemical, TR-FRET | Serine/threonine-protein kinase PLK1 (Homo sapiens), P53350 | recombinant PLK1 kinase, TR-FRET peptide phosphorylation | inhibition, % at 10 µM | actives 0.53% (n = 97,000) | AID 619, 2007;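 active means inhibition of 50% or more in the single-concentration screen; inactive means inhibition below 50%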;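 further: 0% = DMSO max control and 100% = H-89 dihydrochloride min control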
# Starred values were filed as active, the others as inactive; / = not tested or not shown.
smiles	F-actin modifier	LYP inh 2	PTPN22 act	Rev-RRE block	PLK1 PBD inh	FAK inh	Pyk2 oligo antag	EphB4 antag	PLK1 kinase inh
CC1=CCC2C(=O)N(CCc3c[nH]c4ccccc34)C(=O)C2C1 (stereo not given)	14	-6	6	2	12	2	-0.25	-2	-9
Cn1c(=O)cc(OCC(=O)NCCCN2CCN(Cc3ccccc3)CC2)c2ccccc21	-7	-1	0	5	29	-4	/	0	-10
CC1CC(NC(=O)C2(C)CC2(Cl)Cl)CC(C)(C)C1 (stereo not given)	3	0	0	6	-12	-1	0.08	4	-3
CCOc1ccc(N2C(=O)CCC2=O)cc1	8	8	-8	9	-13	0	2.2	0	-8
Cc1ccccc1-c1noc(CCC(=O)NCC2CCCO2)n1 (stereo not given)	-8	2	-1	3	-12	-4	0.47	-4	0
Cc1ccccc1-n1c(=O)cc(NCC2CCCO2)[nH]c1=O (stereo not given)	-9	-2	1	6	-20	0	0.85	3	-10
Cc1ccc(CNC(=O)CN(C2CCCCC2)S(C)(=O)=O)cc1	-8	-7	6	3	-4	-1	-0.45	0	-22
O=C(Nn1c(-c2ccccc2)nc2ccccc2c1=O)c1ccco1	30	11	-11	8	17	-4	-0.71	-3	-6
CCOC(=O)c1sc2nccc(N(C)C)c2c1N=CNOCc1c(F)cccc1Cl	11	8	-8	7	3	-1	0.36	-7	4
O=C(NCc1ccc(F)cc1)C1CCN(S(=O)(=O)N2CCCCC2)CC1	10	-6	3	7	-10	-6	1.4	6	-2
O=C(Cn1cc(C(=S)N2CCOCC2)c2ccccc21)N1CCOCC1	14	-2	0	4	-3	-5	0.18	-6	1
Cc1c(Br)c(C(F)(F)F)nn1CC(=O)NCCN1CCOCC1	10	-8	12	6	-12	10	0.35	7	-6
O=C(/C=C\c1ccccc1)Nc1nccs1	-4	-10	9	-1	5	8	-0.08	-1	-4
CCCn1c(NCCO)nc2ccccc21	3	11	-9	4	-6	0	1.5	-1	-7
O=C(Cc1cccc2ccccc12)NCC1CCCO1 (stereo not given)	-14	2	2	6	-13	-4	-0.01	-6	-3
Cc1c2c(n3c(nc4ccccc43)c1C#N)N(Cc1cccnc1)CC2	0	3	-3	11	-1	0	/	-1	-14
c1ccc2c(c1)oc1c(NCCN3CCOCC3)ncnc12	10	-13	12	3	6	1	1.6	-9	3
Cc1cccc(C)c1OCC(O)Cn1c2ccccc2c2ccccc21 (stereo not given)	-19	6	-3	16	0	-7	-0.15	7	-6
COc1ccc(NC(=O)C2CC(=O)NC3=C2C(=O)CC(C)(C)C3)cc1 (stereo not given)	-10	-5	8	3	-14	-1	0.15	4	-22
C=CC[n+]1c(-c2ccc(OC)c(OC)c2)csc1NNC(=O)Nc1ccccc1	10	6	-8	6	-7	0	-1.7	3	-2
OC(CNCC1COc2ccccc2O1)COCc1cccs1 (stereo not given)	4	4	-2	5	-6	-3	0.67	5	2
CC(C)(C)c1nnc2sc(SC/C(O)=C(\C#N)c3nc4ccccc4[nH]3)nn2c1=O	-23	8	-8	27	5	2	-0.76	0	-10
CC(=O)NC1(c2cccc(F)c2)CCN(C(=O)Nc2ccc(C#N)cc2)CC1	18	-1	3	0	-2	1	0.05	4	-4
COc1ccccc1NS(=O)(=O)c1ccc(NC(=O)c2nc3nc(C)cc(C(F)F)n3n2)cc1	-3	-3	0	1	0	-1	0.94	-6	-28
O=S(=O)(c1cccc(C(F)(F)F)c1)N(CCCN1CCOCC1)Cc1cccs1	-44	-2	0	9	6	1	0.55	-3	-10
COc1cc(C2C(C#N)=C(N)OC3=C2C(=O)CC(C)(C)C3)ccc1OC(=O)N1CCOCC1 (stereo not given)	5	3	-6	6	7	0	1.1	3	-11
COC(=O)c1sccc1NC(=O)C1CC=CCC1C(=O)O (stereo not given)	24	5	-1	11	9	2	2	1	-8
CC(C)(C)C(=O)Cn1c(NCCO)nc2ccccc21	7	-11	11	5	-3	2	1	-3	-6
Cc1noc(C)c1C(=O)N1CCN(CCc2ccccc2)CC1	-15	1	-3	7	11	5	0.37	6	-8
Cc1cccc(C(=O)N/N=C/c2ccc3c(c2)OCO3)n1	25	8	-5	4	-23	0	0.05	1	-4
COc1ccc2nc(Nc3ccc4c(c3)OCO4)sc2c1	-21	-8	9	2	16	3	0.42	-2	2
O=C(NCc1ccc2c(c1)OCO2)C1CCCN1C(=O)Nc1ccccc1 (stereo not given)	9	-4	2	11	0	0	2.1	-6	-5
CCOC(=O)N1CCN(C(=O)c2ccc3c(c2)N(CC)CCS3)CC1	0	-2	-1	2	0	-2	/	-8	-11
Cc1cc(NC(=O)c2cc(C3CC3)on2)n(-c2ccccc2)n1	-14	-4	2	-2	-8	0	/	3	12
O=C(NCCCN1CCN(c2cccc(Cl)c2)CC1)C1CCC(=O)N1Cc1ccccc1Cl (stereo not given)	-12	-6	5	14	-42	5	0.07	6	-10
Cc1cccc(NC(=O)/C(=C\c2ccco2)NC(=O)c2ccccc2)c1	/	-10	6	3	16	-1	-0.42	0	-10
C1COCCNCCOCCOCCN1	2	4	0	5	0	3	-0.05	-1	5
COc1ccc(-c2cc(-c3cc(OC)ccc3O)[nH]n2)cc1	/	-38	33	11	1	-1	-2.1	0	-1
CN(C(=O)CSc1nnc(Nc2ccccc2)s1)c1c(N)n(Cc2ccccc2)c(=O)[nH]c1=O	11	7	-5	13	6	-1	0.05	7	-14
CCn1c(COc2cccc(C)c2)nnc1SCC(=O)N1CCCC1	-18	-2	0	6	-15	-2	0.3	11	-17
CSC1=C(C#N)C2(CCCC2)C(C#N)=C(N)N1	-16	3	-2	11	-19	-3	/	3	-15
COc1ccc(S(=O)(=O)N2CCC(C(=O)N3CCCC3)CC2)cc1Cl	-23	-8	8	11	4	1	1.8	-3	-15
Cc1ccc(-n2c(SCC(=O)Nc3ccc4c(c3)OCCO4)nnc2-c2ccco2)cc1	6	11	-10	10	6	-1	-2.3	1	-6
COc1cccc(N2C(=O)CC(Nc3ccc(N4CCOCC4)cc3)C2=O)c1 (stereo not given)	-9	-8	6	3	-6	-1	0	4	-4
CCc1ccc(C2=Nn3c(nnc3-c3cccs3)SC2)cc1	-9	-2	0	10	1	-6	-2.6	6	1
CCOc1cc(C(=O)NC(C)COC)cc(OCC)c1OCC (stereo not given)	-7	-19	17	-1	-10	0	0.07	2	-14
Cc1cccnc1Sc1c([N+](=O)[O-])ncn1C	19	2	-5	7	-28	-3	0.17	4	-11
COc1ccc(OC)c(C2C(C(=O)c3ccc(C)o3)=C(O)C(=O)N2CCCN2CCOCC2)c1 (stereo not given)	2	-1	0	4	2	0	-0.52	-6	-10
COC(=O)c1c(/N=C/NOCc2ccc(Cl)cc2)sc2c1CCN(c1ncc(C(F)(F)F)cc1Cl)C2	/	7	-6	22	0	-1	0.02	7	8
CC#CCCCC(=O)Nc1cc(OC)nc(OC)n1	-96	2	-3	1	-14	-10	-0.22	-8	7
O=C1CCCN1CCC1CCN(C(=O)Nc2ccccc2)CC1	13	2	0	7	-25	0	0.15	2	-10
O=C(NCc1ccccn1)c1c(Cl)cccc1Cl	/	-3	3	3	-3	1	0.37	3	4
CCOc1ccc(NC(=NCc2ccc3c(c2)OCO3)SC2CC(=O)N(c3ccccc3)C2=O)cc1 (stereo not given)	1	-2	2	7	-3	1	0.06	4	-8
O=C(NCCCN1CCOCC1)c1ccc(CS(=O)(=O)Cc2ccc(Cl)cc2)o1	4	6	-2	8	-14	4	-0.31	3	-19
CCOC(=O)C1CCCN(Cc2ccc(OCC)cc2)C1 (stereo not given)	10	5	-3	-1	0	1	-0.32	7	-7
O=C(NNC1=C(C(=O)C(F)(F)F)CCC1)c1cccc(O)c1	-5	1	0	0	-8	-2	-1	3	-8

# Overlap with the part before: 2 compounds, then new ones.
smiles	F-actin modifier	LYP inh 2	PTPN22 act	Rev-RRE block	PLK1 PBD inh	FAK inh	Pyk2 oligo antag	EphB4 antag	PLK1 kinase inh
CCOC(=O)C1CCCN(Cc2ccc(OCC)cc2)C1 (stereo not given)	10	5	-3	-1	0	1	-0.32	7	-7
O=C(NNC1=C(C(=O)C(F)(F)F)CCC1)c1cccc(O)c1	-5	1	0	0	-8	-2	-1	3	-8
Cc1occc1C(=O)Nc1c(F)c(F)c(F)c(F)c1F	/	-2	3	7	2	1	0.52	-11	-5
Cc1cc(C)cc(C(=O)/C=C2\NC(=O)CS2)c1	-14	-2	1	3	-12	-5	-0.75	6	-8
CCOC(=O)C1CCN(S(=O)(=O)Cc2ccc(Cl)cc2)CC1	10	-2	-1	-1	20	2	1.1	6	-4
CC1CCN(S(=O)(=O)c2cn(CC(=O)N3CCN(C)CC3)c(=O)c3ccccc23)CC1	12	-8	6	12	22	3	-0.36	0	-13
Cc1cccc(CCNC(=O)CCc2nc(-c3ccccc3F)no2)c1	2	2	2	8	-6	1	2.1	4	2
CCN(C(=O)c1cc2cccc(OC)c2oc1=O)c1ccccc1	-6	-2	-2	2	-10	-3	0.2	-2	-4
CCN1C(=O)/C(=C2/C=CC=CN2C)OC1=S	-45	7	-9	1	-18	-4	-0.09	-1	-7
O=C1C=C(NC2CC2)C2(CCCCC2)O1	-5	-8	6	2	2	-4	1	-6	2
CC1(C)CC(CC(=O)O)(c2ccc(F)cc2)CCO1 (stereo not given)	-4	4	-8	8	-7	-5	/	-1	-9
COc1ccccc1NC(=O)N1CCN(c2cc(-c3ccccc3)nc3ncnn23)CC1	5	-11	8	7	-17	-5	-0.48	2	-14
N#Cc1ccc(OCC(=O)N2CCN(S(=O)(=O)c3cccs3)CC2)cc1	-20	-9	8	3	6	0	0.22	3	-13
CC(C)(C)c1ccc(-c2nc(C#N)c(NCc3cccnc3)o2)cc1	10	6	-4	7	-4	4	-2.1	1	-5
O=C(NCc1cccc(Cl)c1)c1cnccn1	-7	-4	0	18	-22	-1	0.16	7	-5
CCOc1ccc(CCNC(=O)C2CCN(c3nnc(-n4cccc4)s3)CC2)cc1OCC	-19	8	-8	7	1	1	1.4	0	-4
COc1ccccc1NC(=S)NCc1ccco1	14	0	0	9	12	1	0.76	0	-5
CCOC(=O)C1CCN(c2ncnc3c2cnn3-c2ccccc2)CC1	1	-4	1	10	2	0	-0.2	0	-13
CCCc1cc(C(N)=O)c(NC(=O)c2ccoc2C)s1	-22	10	-7	10	11	8	-0.6	11	-2
O=C(O)CCCCCN=C1CCc2ccccc2N1	22	1	-4	3	1	-3	0.76	-10	-8
COc1cccc(Nc2nnc(SCC(=O)N3CC(C)OC(C)C3)s2)c1 (stereo not given)	-2	2	1	4	-27	-6	-0.16	-2	-8
Cc1ccc(-c2nc(N)n(C(=O)c3cccnc3)n2)cc1	20	-12	6	3	6	0	0.89	8	1
